GLS inh = inhibitors of human glutaminase (GLS) | O94925 | GLS enzymatic activity, qHTS titration | Potency, µM (doses to about 45.5 µM), inactives show at the top dose activity change, negative = inhibition, actives largely listed as inhibitors | 0.21% of 410,000 active; note: % is set by controls: 0 for no effect and ±100 for the full control effect
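Two-point fluorescence kinetic (t0, 30 min RT) for hKGA; glutamate detected via glutamate oxidase–HRP–Amplex Red. Substrate: 1 mM L-glutamine solution; buffer 45 mM KH2PO4, pH 8.2.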
ERG-DNA inh = blocks human ERG Ets domain binding to DNA. fluorescence polarization, His-ERG Ets domain / labelled DNA. Potency, µM (titrated, usually from 76.9 µM), without a hit: at the highest dose FP activity, negative = inhibition, hits mostly inhibitors. 0.028% of 370,000 active. AID 624246; active = well fitted inhibition curve with a large enough effect in the polarisation, with a control signal flat; inconclusive = small, poorly fitted or top-dose-only effect, or effect the other way, or a change in a side signal; inactive = no such curve, though single readings can be large or run the other way; the % refers to the polarisation;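 note: polarization taken with two DNA probes labelled with fluorescein and Texas red; % of control where 0% means no effect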
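His-tagged ERG Ets domain (1 uM in the protein solution; 300mM KCl, 50mM Tris-HCl, 1mM EDTA, 1mM DTT, pH 7.5) received compound, then a probe mix of 5 nM fluorescein-DNA and 100nM Texas-615-DNA. Fluorescence polarization was read for both dyes.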
Pin1 inhibitor = blocks the human prolyl isomerase Pin1 | Potency, µM (top dose mostly 115 µM), for the others: at the highest dose activity, negative = inhibition, most hits filed as inhibitors | 0.009% of 390,000 active | Q13526 | Pin1 FP peptide displacement, HiFluor488, 10 min; active = well fitted inhibition curve with a large enough effect in the polarisation, with a control signal flat, not every such curve was filed as active; inconclusive = small, poorly fitted or top-dose-only effect, or effect the other way, or a change in a side signal; inactive = no such curve, though single readings can be large or run the other way; the % refers to the polarisation; note: % is set by controls: 0 for no effect and ±100 for the full control effect
RGS4 inhibitor = blocks human RGS4-accelerated GTP hydrolysis; P49798; Transcreener GDP fluorescence polarization, RGS4-accelerated GTP hydrolysis; Potency, µM (series often up to 114 µM), without a hit: top-dose activity change, negative = inhibition, most hits filed as inhibitors; 0.039% of 390,000 active; AID 504845; note: % is set by controls: 0 for no effect and ±100 for the full control effect; nearly all actives have a fitted effect of over 75% in size; some results filed as inactive show a strong effect at the top dose
Target sequence (P49798 whole entry, looked up): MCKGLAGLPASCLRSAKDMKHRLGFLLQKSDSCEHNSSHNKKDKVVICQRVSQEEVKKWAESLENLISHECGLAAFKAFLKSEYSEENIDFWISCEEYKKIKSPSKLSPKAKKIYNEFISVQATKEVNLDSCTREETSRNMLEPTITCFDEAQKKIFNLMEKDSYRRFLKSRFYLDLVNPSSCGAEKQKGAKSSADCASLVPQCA
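MLSMR compounds (23 nl, pin-transferred) preincubated 10 min at room temperature with a 500nM (2x) first reagent, then RGS4 at 900nM (2x) plus Transcreener GDP mix added; fluorescence polarization (620/688 nm) read before and after 90 min at 30 °C.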
TrxR1 inh = inhibitors of rat thioredoxin reductase 1; O89049; recombinant rTrxR1, NADPH fluorescence consumption, selenite substrate; Potency, µM (doses to about 114 µM), without a hit: at the highest dose activity change, negative = inhibition, usual class: inhibitors; 1% of 390,000 active; note: % is set by controls: 0 for no effect and ±100 for the full control effect; nearly all actives have a fitted effect of over 65% in size
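Rat TrxR1 (90 nM in the dispensed reagent) was pre-reduced with 400 uM NADPH for 5 min at room temperature, then incubated with compound for 15 min. After 400 uM selenite was added, NADPH fluorescence (Ex 340/Em 450 nm) was followed for 8 min.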
JMJD2A Tudor = JMJD2A Tudor domain (human) inhibition; Potency, µM (titrated, usually from 114 µM), inactives show at the highest dose activity change, negative = inhibition, most hits filed as inhibitors; O75164; 4.4% of 390,000 active; AID 504339; AlphaScreen JMJD2A-Tudor / H3K4me3 peptide binding; note: % is set by controls: 0 for no effect and ±100 for the full control effect; nearly all actives have a fitted effect of over 50% in size
PGK inhibitor = T. brucei PGK inhibition; P07378; PGK/GAPDH coupled, Kinase-Glo luminescence, 60 min; Potency, µM (series often up to 57.5 µM), without a hit: top-dose activity change, negative = inhibition, actives largely listed as inhibitors; 0.043% of 380,000 active; note: % is set by controls: 0 for no effect and ±100 for the full control effect; nearly all actives have a fitted effect of over 60% in size
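Luminescent ATP detection (Kinase-Glo Plus) follows a 60-minute room-temperature incubation, with wells lacking PGK as controls. Buffer: 100 mM TEA (pH 7.6), 5 mM MgCl2, 0.01% Tween-20. Coupling enzyme GAPDH (100 nM final) supplies unstable 1,3-BPG in-well.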
12-LOX inh = blocks human arachidonate 12S-lipoxygenase; Potency, µM (series often up to 108 µM), for the others: top-dose activity change, negative = inhibition, hits mostly inhibitors; purified 12hLO, xylenol orange hydroperoxide absorbance; 1.1% of 580,000 active; AID 1671190; note: % is set by controls: 0 for no effect and ±100 for the full control effect
Target sequence (P18054 whole entry, looked up): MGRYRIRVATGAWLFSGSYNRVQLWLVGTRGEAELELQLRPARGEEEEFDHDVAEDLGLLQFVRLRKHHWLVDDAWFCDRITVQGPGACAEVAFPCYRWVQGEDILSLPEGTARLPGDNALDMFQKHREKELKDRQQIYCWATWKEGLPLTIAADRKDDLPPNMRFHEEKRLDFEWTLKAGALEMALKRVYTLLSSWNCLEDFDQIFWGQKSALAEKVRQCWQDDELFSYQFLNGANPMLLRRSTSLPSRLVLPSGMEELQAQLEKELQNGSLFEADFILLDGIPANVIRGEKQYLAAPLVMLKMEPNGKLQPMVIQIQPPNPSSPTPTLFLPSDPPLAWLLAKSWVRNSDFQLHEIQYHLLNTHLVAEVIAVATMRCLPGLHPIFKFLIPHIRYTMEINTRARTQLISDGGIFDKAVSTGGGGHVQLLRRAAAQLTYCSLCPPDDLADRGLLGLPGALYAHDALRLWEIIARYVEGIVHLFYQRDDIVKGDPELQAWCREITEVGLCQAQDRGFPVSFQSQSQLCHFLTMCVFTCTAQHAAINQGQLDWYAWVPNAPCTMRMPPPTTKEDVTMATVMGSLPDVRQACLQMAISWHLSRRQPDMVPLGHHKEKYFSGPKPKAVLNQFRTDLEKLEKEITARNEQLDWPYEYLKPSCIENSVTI
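Hydroperoxide product was detected by ferrous iron/xylenol orange as the 573 to 405 nm absorbance ratio. Arachidonic acid at 40 uM (final) was turned over for 30 min at room temperature by 150 nM human 12hLO, pH 7.0 Hepes buffer, after 15 min compound preincubation.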
HP1b binding inh = HP1-beta chromodomain-methylated histone interaction inhibition. 0.56% of 390,000 active. AID 540317. AlphaScreen HP1-beta / biotin-H3K9me3 peptide binding. P83916. Potency, µM (series often up to 114 µM), without a hit: at the top dose activity change, negative = inhibition, most hits filed as inhibitors; note: nearly all actives have a fitted effect of over 70% in size; inactives centre near 23
Target sequence (P83916 whole entry, looked up): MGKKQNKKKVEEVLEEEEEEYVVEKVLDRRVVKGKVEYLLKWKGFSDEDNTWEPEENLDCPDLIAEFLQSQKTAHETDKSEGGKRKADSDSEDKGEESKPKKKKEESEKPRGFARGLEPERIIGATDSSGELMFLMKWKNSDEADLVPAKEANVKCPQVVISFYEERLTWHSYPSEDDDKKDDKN
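AlphaScreen: HP1-beta (50 nM) preformed 30 min with biotin-H3(1-18)K9me3 peptide (50 nM) in PBS pH 7.4, 0.01% Tween-20. Compound added for 30 min at RT, then streptavidin donor/nickel chelate acceptor beads (10 ug/mL) for 30 min.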
* hit, by the source's call; i = inactive; u = inconclusive; x = no result given; [ ] = dose if it differs, or a comment. Unless noted, calls come from the whole dose curve; as a rule, active = well fitted curve in the direction sought with a large enough effect; inconclusive = small, poorly fitted or top-dose-only effect, or another doubt; inactive = no such curve, though single readings can be large; an effect the other way counts as inactive or inconclusive. Potency is the fitted concentration of half-maximal effect.

SMILES	GLS inh	ERG-DNA inh	Pin1 inhibitor	RGS4 inhibitor	TrxR1 inh	JMJD2A Tudor	PGK inhibitor	12-LOX inh	HP1b binding inh
O=C1C2C3C=CC(C3=C(c3ccccc3)c3ccccc3)C2C(=O)N1Cc1ccccc1 (centres undefined)	1%	0%	10%	-5%	u	-18%	-7%	388%[activator]	25%
N#CCCN(C(=O)COC(=O)c1ccc(CNS(=O)(=O)c2ccc(F)c(Cl)c2)cc1)c1ccc(F)cc1	5%	-4%	10%	-14%	2%	-12%	-3%	-21%	14%
CCOC(=O)[C@H]1[C@H]2COc3ccc(C)cc3[C@@H]2N2C(=O)CN(Cc3ccc(OC)cc3)C(=O)[C@@]12C	2%	6%	-1%	-3%	8%	-18%	-2%	-13%	39%
O=C1CC(O)(C(F)(F)F)Oc2c1ccc1ccccc21 (centres undefined)	-1%	x	2%	-20%	27%	-10%	i	-13%	23%
COc1ccccc1NS(=O)(=O)c1cc(NC(=O)C(C)(C)C)ccc1N1CCOCC1	13%	4%	3%	-8%	-7%	-6%	-4%	-19%	22%
CN(CC(=O)N1CCN(c2ccccn2)CC1)S(=O)(=O)c1ccccc1	3%	1%	7%	25%	9%[57.1 µM]	-15%	0%	-10%	22%
CCC(C)NCCOCCSc1ccc(Cl)cc1 (centres undefined)	4%	-3%	u	23%	-7%	3.5µM*	2%	-16%	u
COc1ccc(NC(=O)CSC2=Nc3ccccc3C3=NC(CCC(=O)NCc4ccc(F)cc4)C(=O)N23)cc1Cl (centres undefined)	-6%	-1%	u	-3%	13%	-17%	-1%	3%	18%
O=C(O)COCC(=O)N1CCN(C2c3ccccc3-c3ccccc32)CC1	2%	1%	-14%	6%	27%	-6%	-15%	0%	-5%
O=C1CCCC2=C1C(c1ccsc1)CC(=O)N2c1ccccc1 (centres undefined)	7%	-3%	-6%	21%	16%	-4%	-3%	-6%	14%
Clc1ccc(CN2CCCCCC2)cc1Cl	-8%	-5%	2%	0%	-9%[57.1 µM]	4µM*	0%	u	-30%
Cc1cccc(-c2noc(CCCC(=O)NC3CCCC3)n2)c1	4%	5%	-7%	-40%	15%	-1%	-10%	-6%	28%

One compound at a time (already shown).
Shown for `COc1ccccc1NS(=O)(=O)c1cc(NC(=O)C(C)(C)C)ccc1N1CCOCC1` : GLS inh: 13%; ERG-DNA inh: 4%; Pin1 inhibitor: 3%; RGS4 inhibitor: -8%; TrxR1 inh: -7%; JMJD2A Tudor: -6%; PGK inhibitor: -4%; 12-LOX inh: -19%; HP1b binding inh: 22%
Shown for `Clc1ccc(CN2CCCCCC2)cc1Cl` : GLS inh: -8%; ERG-DNA inh: -5%; Pin1 inhibitor: 2%; RGS4 inhibitor: 0%; TrxR1 inh: -9%[57.1 µM]; JMJD2A Tudor: 4µM*; PGK inhibitor: 0%; 12-LOX inh: u; HP1b binding inh: -30%

Other results follow.
SMILES	GLS inh	ERG-DNA inh	Pin1 inhibitor	RGS4 inhibitor	TrxR1 inh	JMJD2A Tudor	PGK inhibitor	12-LOX inh	HP1b binding inh
COc1ccc(C(=O)C2CCCN(S(=O)(=O)C(C)C)C2)c(C)c1 (centres undefined)	1%	5%	-5%	-5%	31%	-12%	-3%	-16%	20%
CC(C)n1cc(/C=C2/SC(=O)N(CC(=O)Nc3ccc4c(c3)OCO4)C2=O)c2ccccc21	-3%	-7%	u	-9%	16%[57.1 µM]	-3%	-3%	5%	17%
CC(=O)NCCC(=O)Nc1cc(S(=O)(=O)N2CCCCC2)ccc1Oc1ccccc1	13%	5%	-1%	7%	1%	-5%	-13%	-4%	-9%
COc1ccc(C(=O)c2c(C)oc3ccc(O)cc23)c(OC)c1	26%	1%	-8%	-12%[56.9 µM]	1%	-30%	-5%	2%	50%[activator]
c1ccc(CCN2CN=C(Nc3nc4ccccc4o3)NC2)cc1	3%	1%	-3%	6%	9%	-7%	16%	1%	21%
CC(=O)Nc1ccc(S(=O)(=O)NCCc2c[nH]c3ccc(C)cc23)cc1	-6%	-6%	3%	-11%	5%[57.1 µM]	-21%	-1%	-7%	19%
CCOC(=O)CSc1nnc(-c2ccccc2OC)o1	-11%	-6%	0%	1%	15%	-17%	-8%	-18%	8%
Cc1ccc(Cn2ncc(Cl)c(Cl)c2=O)cc1	0%	1%	-4%	-24%	6.3µM*	9%	-6%	0%	61%[activator]
CCn1c(SCC(=O)NCC2CCCO2)nc2c(c1=O)SC(C)C2 (centres undefined)	1%	-13%	-2%	17%	14%	-5%	-3%	18%	38%[activator]
CC(C)CN(C(=O)COC(=O)c1nc(Cl)ccc1Cl)C1CCS(=O)(=O)C1 (centres undefined)	-8%	16%	7%	-14%	17%[57.1 µM]	-6%	i	-2%	48%[activator]
CCN(CC)S(=O)(=O)c1ccc(Cl)c(NC(=O)COC(=O)c2nc3nc(C)cc(C)n3n2)c1	-6%	-18%	-2%	-27%	14%	2%	-5%	6%	55%[activator]
CC(C)(C)c1ccc(OCCOCCn2cnc3ccccc3c2=O)cc1	4%	-9%	0%	-1%[56.9 µM]	14%	6%	-3%	-5%	86%[activator]
Cc1ccc(C(C)C)cc1S(=O)(=O)NCc1cccnc1	-4%	3%	-4%	16%	15%	-23%	-1%	26%	3%
C#CCOCCOCCOCCNc1nc(N2CCN(C(=O)[C@H]([C@@H](C)CC)n3cc(CCCCN)nn3)CC2)nc(N2CCN(C(=O)[C@H](CCCCN)n3cc(CCC(=O)O)nn3)CC2)n1	-10%	-6%	4%	-19%	14%	5%	4%	u	28%
O=C(CCNS(=O)(=O)c1ccc2[nH]c(=O)oc2c1)Nc1ccccc1	6%	5%	-10%	16%[11.4 µM]	17%	4%	-4%	x	32%
CCOc1ccccc1OC(=O)CN1C(=O)c2ccccc2C1=O	-1%	-2%	-12%	27%	13%	2%	3%	-4%	31%[activator]
C=CCc1cccc(/C=N/n2cnnc2)c1O	34%	11%	u	-3%	-6%	3%[57.1 µM]	-4%	-21%	21%
O=C(Nc1n[nH]c(C(F)(F)F)n1)C1CC1	1%	1%	-4%	-35%	23%[57.1 µM]	u	0%	-4%	33%
Cc1ccc(-c2ccc(/C=N/c3ncn[nH]3)o2)cc1Cl	1%	5%	13%	-29%	-7%	-5%	0%	1%	36%
CN(C)c1ccc(N=Cc2nc(-c3ccccc3)oc2OC(=O)c2cccc(Cl)c2)cc1	-26%	-1%	u	7%	-23%	-25%	-5%	-19%	-1%
O=C(Nc1ccccc1-c1ccccc1)c1ccccc1Br	2%	0%	-10%	9%	17%	-4%	-1%	53%[activator]	42%[activator]
O=C1c2ccccc2NC(c2cccnc2)N1c1ccccc1F (centres undefined)	29%	-6%	7%	5%	-27%	-11%	i	-7%	19%
COc1cccc(NC(=S)N(Cc2ccc(Cl)cc2)Cc2ccc(C(=O)O)cc2)c1	22%	12%	-18%	4%	15%	-9%	-16%	40µM*	8%
CC(C)c1ccc(NC(=O)CSc2n[nH]c(=O)n2-c2cccnc2)cc1	1%	-4%	-2%	21%	20%	-11%	i	-7%	31%

Some entries already given, showing only JMJD2A Tudor:
structure	JMJD2A Tudor
Cc1ccc(-c2ccc(/C=N/c3ncn[nH]3)o2)cc1Cl	-5%
CN(C)c1ccc(N=Cc2nc(-c3ccccc3)oc2OC(=O)c2cccc(Cl)c2)cc1	-25%
O=C(Nc1ccccc1-c1ccccc1)c1ccccc1Br	-4%
O=C1c2ccccc2NC(c2cccnc2)N1c1ccccc1F (centres undefined)	-11%

Shown with bars between the fields: part of the list above
SMILES | GLS inh | ERG-DNA inh | Pin1 inhibitor | RGS4 inhibitor | TrxR1 inh | JMJD2A Tudor | PGK inhibitor | 12-LOX inh | HP1b binding inh
Cc1ccc(-c2ccc(/C=N/c3ncn[nH]3)o2)cc1Cl | 1% | 5% | 13% | -29% | -7% | -5% | 0% | 1% | 36%
CN(C)c1ccc(N=Cc2nc(-c3ccccc3)oc2OC(=O)c2cccc(Cl)c2)cc1 | -26% | -1% | u | 7% | -23% | -25% | -5% | -19% | -1%

Following part.
SMILES	GLS inh	ERG-DNA inh	Pin1 inhibitor	RGS4 inhibitor	TrxR1 inh	JMJD2A Tudor	PGK inhibitor	12-LOX inh	HP1b binding inh
CCCc1c2c(cc3c(=O)cc(C(=O)OCC)oc13)CCCC2	20%	-1%	-2%	u	20%	u	x	9%	29%
CCC1(CC)Cc2ccccc2-c2nc(NN)[nH]c(=O)c21	0%	-12%	0%	-11%	5%	-15%	3%	12%	12%
CCOc1ccccc1N(CC(=O)NC(C)(C)C)C(=O)c1ccc(CN2CCOCC2)o1	-9%	-6%	-4%	-11%	10%	-10%	-7%	-1%	21%
CCNS(=O)(=O)c1ccc(NC(=O)CSc2nc(-c3ccco3)cc(C(F)(F)F)n2)cc1	-10%	8%	19%	1%	-11%	-13%	-2%	u	12%
CC(OC(=O)/C=C/c1ccccc1Cl)C(=O)NC1CCCCC1C (centres undefined)	9%	10%	3%	10%	24%	-2%	-8%	8%	12%
COc1ccc(Br)cc1CNC(=O)c1cc(=O)[nH]c2ccc(S(=O)(=O)N3CCCCC3C)cc12 (centres undefined)	9%	3%	0%	6%	14%[57.1 µM]	u	i	u	30%
Cc1cc(=O)n2nc(N3CCCC3C(=O)Nc3cccc(Cl)c3C)sc2n1 (centres undefined)	-4%	-1%	57%[activator]	-1%	2%[57.1 µM]	-5%	i	-2%	38%
COc1ccc(C2CC(=O)N(c3ccccc3)C3=C2C(=O)CCC3)cc1 (centres undefined)	9%	3%	-3%	1%	16%[57.1 µM]	-7%	-5%	0%	24%

Compound activity: PubChem BioAssay, National Center for Advancing Translational Sciences (NCATS)

An excerpt (hit frequency here may not be typical).
